Mdm2 ligase inh – MDM2-luciferase reporter signal enhancers, primary screen, MDM2 E3 ligase inhibitor project, cell-based, luminescence, 1536-well. E3 ubiquitin-protein ligase Mdm2 (Homo sapiens), Q00987. cell-based MDM2 ubiquitination luciferase reporter, 2 h; 0 = plate control, 100 = twice control, blank-subtracted. signal enhancement, % at 5 µM. actives 0.11% (n = 210,000). AID 1230, 2008;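 active = signal enhancement of 30% or more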;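 also: luminescence tracks abundance of the self-degrading MDM2-luciferase fusion protein; higher signal means inhibition of MDM2 E3 ligase activity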
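Timing – 2 h compound exposure at 37 °C · Assay system – mammalian cells stably expressing self-ubiquitinating, self-degrading MDM2 E3–luciferase fusion · Amount – 2000 cells seeded into each well · Measure – % luminescence enhancement versus blank-corrected plate control mean · Measured by – SteadyLite luminescence, 15 min reagent step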
zVAD death inh – inhibitors of zVAD-triggered necroptosis, primary screen, L929 cells; L929 zVAD necroptosis rescue, ATP luminescence, 24 h; with zVAD 60 µM; viability rescue, % at 10 µM; actives 0.38% (n = 220,000); AID 1377, 2008;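 active = activation, scaled between plate controls, above about 75%, limit read from the data; inactive = activation under that limit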;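 also: 0% = zVAD with DMSO and 100% = DMSO alone without zVAD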
p47phox inh – p47phox/p22phox peptide binding inhibitors, primary screen, biochemical, uHTS, NADPH oxidase regulatory subunit; fluorescence polarization, 2 h; inhibition, % at 24.7 µM; actives 0.53% (n = 220,000); AID 1274, 2008;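 active = inhibition above about 30%, limit read from the data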;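 also: 0% = p47phox with labelled peptide and 100% = labelled peptide alone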
14-3-3 Bad PPI – inhibitors of 14-3-3 zeta/Bad binding, primary screen, biochemical, TR-FRET, bovine 14-3-3 zeta. TR-FRET 14-3-3zeta/Dy647-pBad peptide displacement, 1 h. 14-3-3 protein zeta/delta (Bos taurus), P63103. AID 781, 2007. actives 0.71% (n = 220,000). inhibition, % at 21.7 µM;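 active = inhibition above about 70%, limit read from the data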;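 also: 0% = full 14-3-3 plus peptide FRET controls and 100% = background without 14-3-3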
Target sequence (P63103 whole entry, looked up): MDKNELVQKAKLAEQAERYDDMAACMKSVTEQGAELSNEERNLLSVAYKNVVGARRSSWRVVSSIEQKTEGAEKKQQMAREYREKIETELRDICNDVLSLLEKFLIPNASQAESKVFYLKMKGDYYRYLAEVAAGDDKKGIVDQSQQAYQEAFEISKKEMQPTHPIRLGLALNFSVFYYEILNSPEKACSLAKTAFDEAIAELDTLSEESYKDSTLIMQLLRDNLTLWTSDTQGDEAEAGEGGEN
Runt-SMMHC FRET – inhibitors of RUNX1 Runt–CBFb-SMMHC binding, primary screen, biochemical, FRET, Cerulean-Runt, Venus-CBFb-SMMHC, uHTS | Runt-related transcription factor 1 (Homo sapiens) + Core-binding factor subunit beta … | actives 0.74% (n = 220,000) | Cerulean-Runt/Venus-CBFb-SMMHC FRET ratio 530/480, 1 h | inhibition, % at 20 µM;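 active = mean inhibition across duplicate retests at 20 µM reaching about 50%, limit read from the data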;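 also: 0% = DMSO wells and 100% = wells with excess untagged CBFb-SMMHC; inhibitors lower the FRET ratio by blocking Runt binding to CBFb-SMMHC; some results filed as inactive read as strong as hits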
Runt-CBFb FRET – inhibitors of RUNX1 Runt–CBFb binding, primary screen, biochemical, FRET, Cerulean-Runt, Venus-CBFb, uHTS. Runt-related transcription factor 1 (Homo sapiens) + Core-binding factor subunit beta …. inhibition, % at 20 µM. Cerulean-Runt/Venus-CBFb FRET ratio 530/480, 1 h. actives 0.46% (n = 220,000);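 active = inhibition over about 50% at 20 µM in the single-dose screen, limit read from the data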;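 also: 0% = DMSO wells and 100% = excess unlabeled CBFb competitor control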
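Schedule: protein complex preformed 1 h, compound exposure 1 h, room temperature, dark; test system: Cerulean-labeled Runt domain protein; amount: 100 nM per protein; buffer or medium: Tris 50 mM pH 7.5, KCl, K2SO4, 0.01% BSA; read-out: loss of energy transfer signal; detection: FRET fluorescence; controls: 5 µM unlabeled CBFb as full-inhibition high control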
Tb hexokinase – Trypanosoma brucei hexokinase 1 inhibitors, primary screen, biochemical, G6PDH-coupled NADH absorbance, MLSCN library. hexokinase 1 [Trypanosoma brucei]. recombinant TbHK1, G6PDH-coupled NADH A340. inhibition, % at 10 µM. actives 0.11% (n = 220,000). AID 1430, 2008;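 active = inhibition of 50% or more in the single-dose primary screen; inactive = inhibition below 50%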
EBV gp42 inh – Epstein-Barr virus gp42 inhibitors, primary screen, biochemical, uHTS, fluorescence polarization | actives 0.42% (n = 220,000) | Fluorescence polarization binding assay, mP read-out | AID 1085, 2008 | inhibition, % (tested at 21.74 µM); in the data active = inhibition above about 50%
Target sequence (Q1HVG2 whole entry, looked up): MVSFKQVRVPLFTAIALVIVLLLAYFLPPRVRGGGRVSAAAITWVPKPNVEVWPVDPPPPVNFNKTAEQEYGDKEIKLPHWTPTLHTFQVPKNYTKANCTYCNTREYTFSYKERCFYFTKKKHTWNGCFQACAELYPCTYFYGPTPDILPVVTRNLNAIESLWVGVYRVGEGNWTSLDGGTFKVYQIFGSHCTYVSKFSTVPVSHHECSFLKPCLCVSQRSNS
Hck Nef HTS – inhibitors of Nef-activated human Hck kinase, primary screen, biochemical, Z-Lyte FRET, 384-well, Hck-YEEI | Tyrosine-protein kinase HCK (Homo sapiens), P08631 | Recombinant Hck-YEEI plus Nef, Z-Lyte FRET kinase assay | inhibition, % at 20 µM | actives 0.68% (n = 220,000);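 active = Hck-Nef kinase inhibition above about 50%, limit read from the data; inactive = inhibition below that limit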;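 also: 0% = DMSO with Hck plus Nef and 100% = Hck alone without Nef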
Target sequence (P08631 whole entry, looked up): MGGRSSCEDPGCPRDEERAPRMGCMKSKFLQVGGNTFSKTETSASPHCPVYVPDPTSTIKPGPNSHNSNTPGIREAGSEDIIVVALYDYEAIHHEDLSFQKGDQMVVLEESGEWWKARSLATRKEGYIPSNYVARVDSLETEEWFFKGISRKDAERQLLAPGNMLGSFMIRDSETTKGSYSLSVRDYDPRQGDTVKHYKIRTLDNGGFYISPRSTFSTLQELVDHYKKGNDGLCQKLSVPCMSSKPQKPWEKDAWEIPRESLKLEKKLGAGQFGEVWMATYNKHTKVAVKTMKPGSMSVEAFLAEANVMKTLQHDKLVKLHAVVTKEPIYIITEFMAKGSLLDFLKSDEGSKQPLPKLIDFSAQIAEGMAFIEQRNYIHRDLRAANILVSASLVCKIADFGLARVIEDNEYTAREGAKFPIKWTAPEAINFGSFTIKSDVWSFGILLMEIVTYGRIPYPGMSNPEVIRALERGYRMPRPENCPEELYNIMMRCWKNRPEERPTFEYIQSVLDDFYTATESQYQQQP
* marks the source's active call; other numbers are inactive results; / = not tested or not shown; [ ] = dose if it differs, or a comment. This is a random part of the collection. Share with any hit: about 3.2%.

SMILES | Mdm2 ligase inh | zVAD death inh | p47phox inh | 14-3-3 Bad PPI | Runt-SMMHC FRET | Runt-CBFb FRET | Tb hexokinase | EBV gp42 inh | Hck Nef HTS
Cc1cc(NS(=O)(=O)c2ccc(NC(=O)c3cc(-c4cccnc4)nc4ccc(Cl)cc34)cc2)no1 | -12 | -0.1 | -1 | 19 | -1 | -1 | -7 | 1 | 0
COc1ccc(OC)c(-c2csc(N3CCC(c4ccccc4)CC3)n2)c1 | 13 | 0.8 | -5 | -14 | -4 | 2 | -2 | 5 | 18
CNC(=S)N(CCc1ccccc1)Cc1cc2cc(OC)c(OC)cc2[nH]c1=O | 7 | -0.1 | -5 | 3 | -6 | 32 | -14 | 19 | 1
CC(Oc1ccc(F)cc1)c1ccnc2nc(/N=C/N(C)C)nn12 (centres undefined) | -9 | 0.7 | 7 | -5 | 0 | -2 | -11 | 4 | 28
COc1cccc(-c2csc(N3CCN(Cc4ccccc4)CC3)n2)c1 | -16 | -0.4 | -16 | -13 | 12 | 4 | 6 | -3 | -8
NC(=O)C(CC(=O)O)NC(=O)[C@@H]1CCCNc2c(I)cc([N+](=O)[O-])cc2C(=O)N[C@@H](CO)C(=O)N[C@@H](Cc2ccc(O)cc2)C(=O)N1 (some centres undefined) | / | 1.2 | -22 | -5 | -6 | 0 | -3 | 9 | -3
COc1cccc(OC)c1C(=O)Nc1ccc2c(c1)Cc1ccccc1-2 | 1 | 0.5 | 7 | -2 | -1 | -1 | 5 | 1 | 10
O=C(N/N=C/c1cc2c(cc1Cl)OCO2)c1ccc2c(c1)OCCO2 | -9 | 1.3 | -2 | 2 | 1 | 1 | -13 | -6 | 15
COCc1cc(Sc2c(Cl)cccc2Cl)nc(-c2ccccc2)n1 | -17 | 0.4 | 3 | 11 | 0 | -3 | 3 | -10 | 0
COc1ccc2[nH]cc(CCCN3C(=O)c4ccccc4C3=O)c2c1 | -17 | -0.5 | -3 | -16[fluorescence artefact?] | 0 | -4 | -1 | -9 | -1
O=C(c1ccco1)N(CCO)Cc1cc2cc3c(cc2[nH]c1=O)OCO3 | -16 | 0.4 | 3 | 13 | -14 | -5 | -33 | -7 | 16
Cn1c(=O)[nH]c(=O)c2c1nc(OC(=O)c1ccccc1)n2CC(O)COc1ccc(F)cc1 (centres undefined) | -11 | -0.3 | -13 | 9 | -1 | 1 | 8 | -8 | 0
COc1cc(/C=C2/C(=O)ON=C2C)ccc1OCc1ccccc1F | 2 | -0.2 | -6 | 3 | 12 | 0 | 12 | -9 | 7
COc1ccc(CCNC(=O)C(=O)NN=C2CCCCCCC2)cc1OC | -9 | 0.8 | -6 | 7 | -19 | 0 | -4 | -4 | 22
O=C(NCC(=O)N(CC1CCCO1)C(C(=O)NC1CCCCC1)c1cccnc1)c1cccs1 (centres undefined) | -11 | 0.1 | -4 | -8 | -2 | 0 | 3 | -18 | -3
CCCn1c(C)cc(/C=C(\C#N)C(=O)OCC(=O)NC(=O)NC(C)(C)C)c1C | -3 | 0.9 | -14 | -5 | -5 | 1 | -9 | -11 | -5
CC(C)c1ccc(N(C(=O)c2csnn2)C(C(=O)NC(C)(C)C)c2ccncc2)cc1 (centres undefined) | -8 | -0.2 | 9 | 8 | -37 | -1 | -2 | -1 | -2
CCCCOCCCNC(=O)c1ccc(OCC)cc1 | -19 | 0.1 | 2 | / | 0 | 2 | -4 | 8 | -2
O=c1c2ccccc2nc(SCc2cn3ccsc3n2)n1-c1ccccc1F | -1 | -0.5 | -15 | 2 | -2 | 0 | 2 | 12 | 3
CCOc1ccc2ccccc2c1/C=N/NC(=O)CC1(C)OCCCO1 | 5 | 0.8 | 0 | -3 | -2 | 0 | -12 | -14 | 4
CN1CCCN(c2ncnc3scc(-c4ccc(F)cc4)c23)CC1 | -7 | -0.6 | -10 | -5 | 2 | -1 | 1 | -15 | 21
COc1ccc(NC(=O)CC2C(=O)N(c3ccccc3)C(=O)N2Cc2ccco2)cc1 (centres undefined) | -11 | 3.5 | -15 | 1 | 0 | -1 | -6 | -1 | 13
COc1cc(C(=O)NCc2ccccn2)ccc1OCc1c(C)noc1C | -14 | 0.8 | -3 | 3 | 0 | 3 | -9 | -21 | 2
CCOC(=O)c1c(NC(=O)CN(CC)CC)sc2c1CCC2 | -5 | 1.1 | -11 | -4 | -2 | -5 | -2 | -16 | 7
CC(=O)c1cccc(NC(=O)CN(c2ccc(C)cc2)S(=O)(=O)c2cccc3nonc23)c1 | -9 | -0.2 | -39 | 7 | -1 | -4 | -2 | -9 | -1
Cc1ccc2nc(N(CCCN(C)C)C(=O)c3sc4ccccc4c3Cl)sc2c1 | -13 | 0.7 | 8 | 2 | 2 | 0 | 14 | 14 | 3
CSc1cccc(NC(=O)Cc2ccccc2[N+](=O)[O-])c1 | -8 | 3.4 | -12 | -2 | -3 | -1 | -2 | -14 | -19
O=C(CNCCc1ccccc1)N1CCc2ccccc2C1 | -12 | 1.0 | -6 | -12 | 1 | -2 | 1 | 3 | 25
COc1ccc(C2Cc3ccccc3C(=O)O2)cc1 (centres undefined) | -16 | 0.2 | -11 | -8[fluorescence artefact?] | 2 | -1 | 0 | -15 | 5
COc1ccccc1/C=C/C(=O)NCC(=O)N/N=C/c1cc(Br)ccc1OC | 9 | 3.0 | -7 | -1[fluorescence artefact?] | 7 | 3 | -25 | 8 | 2
COCCNC(=S)Nc1ccc(N2CCCCC2)cc1 | -4 | -0.5 | -2 | 4 | 4 | 9 | 0 | -11 | 6
COc1ccc(-n2cccc2/C=C2\C(=N)N3N=C(C(C)C)SC3=NC2=O)cc1 | -14 | 4.5 | -18 | -2 | -2 | -8 | -9 | 6 | 13
CC1CCCCN1C(=O)Cn1c(=O)n(CCC(=O)NCc2ccco2)c(=O)c2sccc21 (centres undefined) | -23 | -0.5 | -12 | 14 | 0 | 2 | 7 | -25 | 1
COc1ccccc1NC(=O)CSc1nc(O)c(Cc2ccccc2)c(=O)[nH]1 | -19 | 0.7 | -2 | -14 | 0 | -1 | 4 | -3 | -2
N#CC1(C#N)COC23CCCCC2C1(C#N)C(=N)O3 (centres undefined) | -8 | 0.3 | 141* | 1 | 80* | 63* | 4 | -5 | 2
COc1cccc(OC)c1C(=O)N1CCN(c2ccccn2)CC1 | -10 | 0.1 | -15 | -5 | -3 | 3 | 17 | -68 | 5
Cc1ccc(NC(=O)Nc2cccc(C(F)(F)F)c2)nc1 | -3 | 63 | -6 | -2 | 4 | 1 | -11 | -3 | 1
Cc1cccc(NC(=O)C2(c3ccc([N+](=O)[O-])cc3)CCCC2)c1 | -9 | 0.4 | -3 | -8 | -1 | -4 | 1 | -5 | -1
Cc1cc(OCCOc2cccc3cccnc23)c(C)cc1Cl | -19 | 0.1 | 1 | -7 | -5 | -1 | -9 | -10 | 1
CS(=O)(=O)Nc1ccc(C2=NN(C(=O)c3ccco3)C(c3ccccc3)C2)cc1 (centres undefined) | -1 | -0.2 | -25 | -20 | 4 | -2 | -3 | -6 | 4
CCCOC(=O)NC(CC)COC(=O)Nc1cc(C)ccc1C (centres undefined) | -9 | 0.3 | -2 | 4 | 4 | 2 | -2 | -20 | 1
CC(C)CCNC(=O)c1ccc(CS(=O)(=O)Cc2ccccc2F)o1 | -9 | 2.8 | -18 | -8 | 0 | -1 | 2 | -4 | 4
CCOC(=O)c1c(C)oc2ccc(NS(=O)(=O)c3ccc4c5c(cccc35)C(=O)N4)cc12 | -9 | 0.2 | -9 | 10 | -3 | -1 | -16 | 10 | 10
O=C(c1cccc(S(=O)(=O)NCc2ccccc2)c1)N1CCCC1 | -1 | 1.4 | 2 | -1 | 0 | -2 | 4 | -14 | 0
O=C(CN(C1CC1)S(=O)(=O)c1ccc(S(=O)(=O)N2CCCCCC2)cc1)Nc1ccccc1 | 1 | -0.2 | -11 | 19 | -128 | -2 | 1 | -3 | 1
COc1ccc(-c2noc(CCC(=O)O)n2)cc1 | -13 | / | 2 | -7 | 3 | -1 | -5 | 5 | 2
CCOC(=O)c1ccc(NC(=O)Oc2cc(C)c(Cl)cc2C(C)C)cc1 | / | 0.7 | 0 | -7 | -1 | 1 | -10 | -1 | 31
Cc1noc(C)c1COc1ccc(C(=O)OCC(N)=O)cc1 | -7 | 3.4 | 1 | 3 | -3 | 1 | -4 | -4 | -11
O=C(C1CCN(S(=O)(=O)c2cccnc2)CC1)N1CCN(c2cccc(Cl)c2)CC1 | -14 | 0.2 | -4 | 2 | 6 | 3 | 4 | -6 | 0
Cc1c(O)ccc2c(=O)c(-c3nncn3-c3ccccc3)coc12 | -12 | 0.8 | -2 | 0 | -5 | 0 | -12 | -2 | -6
Cc1cccc(Nc2nc3ccccc3n3nnnc23)c1 | 16 | 2.4 | 2 | -5 | -1 | -2 | -10 | -2 | 16
CCOC(=O)c1nc2ccccc2nc1C | / | 1.4 | -18 | 10[fluorescence artefact?] | 1 | 0 | -5 | -24 | 2
Cc1ccc(C(=O)NNC(=O)c2cccc(C)c2)cc1 | -5 | 2.0 | -9 | -5 | 3 | 2 | -7 | -12 | 20
Cc1cccc(C)c1NC1=NC(=S)N(c2ccccc2)C12CCOC(C)(C)C2 (centres undefined) | -5 | -0.8 | 0 | -19 | 1 | 2 | 8 | -17 | 1

Four structures already listed, ordered by formula weight, descending:
SMILES | Mdm2 ligase inh | zVAD death inh | p47phox inh | 14-3-3 Bad PPI | Runt-SMMHC FRET | Runt-CBFb FRET | Tb hexokinase | EBV gp42 inh | Hck Nef HTS
NC(=O)C(CC(=O)O)NC(=O)[C@@H]1CCCNc2c(I)cc([N+](=O)[O-])cc2C(=O)N[C@@H](CO)C(=O)N[C@@H](Cc2ccc(O)cc2)C(=O)N1 (some centres undefined) | / | 1.2 | -22 | -5 | -6 | 0 | -3 | 9 | -3
Cc1cc(OCCOc2cccc3cccnc23)c(C)cc1Cl | -19 | 0.1 | 1 | -7 | -5 | -1 | -9 | -10 | 1
Cc1c(O)ccc2c(=O)c(-c3nncn3-c3ccccc3)coc12 | -12 | 0.8 | -2 | 0 | -5 | 0 | -12 | -2 | -6
Cc1ccc(NC(=O)Nc2cccc(C(F)(F)F)c2)nc1 | -3 | 63 | -6 | -2 | 4 | 1 | -11 | -3 | 1

Screens deposited in PubChem BioAssay by several laboratories.
